Screens from PubChem.
hIAP block = human IAP inhibition; P09923; purified IAP, CDP-Star luminescence, 30 min; inhibition, % at 10 µM; 0.12% of 330,000 active; AID 2544;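 active = inhibition reaching a set limit with compound at 10 µM in the primary screen, cut at about 35% in these data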;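 also: plate controls were DMSO wells with enzyme for no effect and no-enzyme buffer wells for full effect; values of inactives mirror those of a sister screen read the other way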
A3G deaminase = APOBEC3G (human) deaminase inhibition; 0.28% of 330,000 active; recombinant A3G, ssDNA deamination FAM/TAMRA fluorescence; AID 493012; Q9HC16; inhibition, % at 20 µM;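 active = inhibition of at least 40% at 20 µM, with no more than 30% in the related APOBEC3A deaminase screen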;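 also: plate controls were DMSO wells with A3G for no effect and wells lacking A3G enzyme for full effect; some compounds called inactive have numbers as strong as hits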
Target sequence (Q9HC16 whole entry, looked up): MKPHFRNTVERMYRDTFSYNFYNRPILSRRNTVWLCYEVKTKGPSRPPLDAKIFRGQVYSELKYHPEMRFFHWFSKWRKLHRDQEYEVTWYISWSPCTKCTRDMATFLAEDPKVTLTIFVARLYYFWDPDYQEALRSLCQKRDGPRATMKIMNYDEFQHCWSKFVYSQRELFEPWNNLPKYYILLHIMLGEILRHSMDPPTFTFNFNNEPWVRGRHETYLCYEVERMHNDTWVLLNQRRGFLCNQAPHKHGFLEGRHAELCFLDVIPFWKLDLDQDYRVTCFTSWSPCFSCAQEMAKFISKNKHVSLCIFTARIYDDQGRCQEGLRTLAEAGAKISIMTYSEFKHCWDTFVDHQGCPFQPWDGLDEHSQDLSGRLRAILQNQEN
ATG4B inhibitor = blocks human ATG4B protease cleavage of LC3 substrate; ATG4B cleavage of LC3-PLA2, NBD-HPC fluorescence, 1 h; inhibition, % at 8.33 µM; 0.51% of 340,000 active; AID 504462; in the data active = inhibition above about 40%
Target sequence (Q9Y4P1 whole entry, looked up): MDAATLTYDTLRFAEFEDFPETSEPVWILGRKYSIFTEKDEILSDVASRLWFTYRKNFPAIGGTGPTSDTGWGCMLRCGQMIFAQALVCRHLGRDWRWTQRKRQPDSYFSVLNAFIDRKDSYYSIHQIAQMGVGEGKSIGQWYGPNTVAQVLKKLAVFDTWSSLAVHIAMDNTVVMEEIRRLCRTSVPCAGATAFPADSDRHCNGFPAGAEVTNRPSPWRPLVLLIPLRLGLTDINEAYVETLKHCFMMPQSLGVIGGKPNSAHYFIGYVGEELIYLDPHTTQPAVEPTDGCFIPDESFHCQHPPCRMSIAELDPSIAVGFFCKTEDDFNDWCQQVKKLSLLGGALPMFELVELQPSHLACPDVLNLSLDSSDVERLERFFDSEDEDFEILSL
mIAP act = increases mouse intestinal alkaline phosphatase activity; 0.24% of 330,000 active; activation factor at 10 µM; AID 2805; muIAP, CDP-Star luminescence, 30 min; hits give high values; 1 = vehicle-only enzyme signal, 0 = enzyme-free wells;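 active = activation factor of at least 2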; also: the source names both 10 and 20 µM as test concentration; values of inactives mirror those of a sister screen read the other way
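System: mouse IAP enzyme. Reagent: CDP-Star chemiluminescent phosphatase substrate. Benchmarks: DMSO wells, no-enzyme wells. Times: 30 min enzyme-substrate-compound incubation at room temperature. Detection: luminescence from enzymatic CDP-Star hydrolysis. Doses: test compounds delivered from DMSO solution.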
A3A deaminase = human APOBEC3A DNA deaminase inhibition. 0.41% of 330,000 active. recombinant A3A, FAM/TAMRA ssDNA deamination fluorescence. P31941. inhibition, % at 20 µM;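 active = at least 40% inhibition at 20 µM here, with at most 30% in a related deaminase screen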;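 also: plate controls were A3A with DMSO for no effect and wells lacking A3A enzyme for full effect; some results filed as inactive read as strong as hits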
Target sequence (P31941 whole entry, looked up): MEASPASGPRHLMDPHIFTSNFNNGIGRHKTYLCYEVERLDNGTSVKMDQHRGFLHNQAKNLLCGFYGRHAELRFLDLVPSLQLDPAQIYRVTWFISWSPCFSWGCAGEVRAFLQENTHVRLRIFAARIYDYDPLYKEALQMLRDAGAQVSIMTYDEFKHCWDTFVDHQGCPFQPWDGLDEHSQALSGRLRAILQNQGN
hIAP activ = human IAP activation. AID 2524. activation factor at 10 µM. purified human IAP, CDP-Star luminescence, 30 min; hits give high values; 1 = vehicle-only enzyme, 0 = enzyme-free background. 0.16% of 330,000 active;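 active = activation factor of the enzyme at least 2-fold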; also: the source names both 10 and 20 µM as test concentration; values of inactives mirror those of a sister screen read the other way
mIAP inh = blocks mouse intestinal alkaline phosphatase | purified mouse IAP, CDP-Star luminescence, 30 min | inhibition, % at 10 µM | 0.2% of 330,000 active | AID 2806;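 active = inhibition of at least 40% at 10 µM in the primary screen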;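 also: plate controls were DMSO with enzyme for no effect and no enzyme wells for full effect; values of inactives mirror those of a sister screen read the other way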
MPTP block = blocks calcium-induced mitochondrial swelling. isolated mouse mitochondria, Ca2+ swelling absorbance, 30 min. inhibition, % at 10 µM. 1.4% of 360,000 active;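 active = inhibition of 50% or more, scaled per plate between neutral and stimulator controls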;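 also: 0% = DMSO wells given calcium and 100% = 1 mM EGTA wells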
beta cell repl = MIN6 beta-cell proliferation induction; MIN6 cells proliferation, ATPlite luminescence, 48 h; cells starved in 0.2% serum; 100% = growth in 10% serum; proliferation, % at 10 µM; 0.29% of 330,000 active;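 active = compounds whose signal lies at least 3.5 SD above the mean of all wells on their plate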;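 also: 0% = DMSO-treated cells in low-serum medium and 100% = 10% serum control; some compounds called inactive have numbers as strong as hits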
* hit, by the source's call; . = no result given.

SMILES	hIAP block	A3G deaminase	ATG4B inhibitor	mIAP act	A3A deaminase	hIAP activ	mIAP inh	MPTP block	beta cell repl
CCCCC(=O)OCc1nc(N)nc(Nc2ccccc2C)n1	2.3	-9.5	2.9	1.01	-1.3	0.977	-0.7	-1.5	3.4
O=C(CC1c2ccccc2Oc2ccccc21)N1CCN(c2ccccn2)CC1	21.5	2.2	1.3	0.884	0.1	0.785	11.6	1.1	2.1
CC(=O)Nc1ccc(NC(=O)CCSCCc2ccccn2)cc1	-7.3	-5.3	-0.3	1.02	0.3	1.07	-1.9	1.5	-0.4
CC(C)(C)SCCNC(=O)CN(c1ccccc1)S(=O)(=O)c1ccc(F)cc1	3.6	1.5	-2.0	1.17	1.6	0.964	-17.1	0.3	3.3
CC1CCc2c(sc(NC(=O)c3ccc(-c4ccccc4[N+](=O)[O-])o3)c2C#N)C1 (stereo not drawn)	2.7	-1.8	-3.4	0.804	-4.5	0.973	19.6	7.7	-3.0
NC(=O)CSc1nc2ccc([N+](=O)[O-])cc2[nH]1	6.2	-7.4	42.3*	0.933	-0.9	0.938	6.7	1.8	0.5
Cc1ccc(S(=O)(=O)N2CCCCC2)cc1NC(=O)CCc1nc2ccccc2c(=O)[nH]1	-4.3	5.6	-4.3	0.989	5.3	1.04	1.1	1.4	-4.2
CCC1=NN2C(=N)/C(=C/c3ccc(OS(=O)(=O)c4ccccc4)cc3)C(=O)N=C2S1	-30.9	3.1	15.8	0.951	-0.3	1.31	4.9	-0.7	-3.2
COc1ccc(C(NC(=O)C2C3C=CC(C3)C2C(=O)O)c2ccccc2)cc1 (stereo not drawn)	-0.4	-4.3	2.4	1.02	-0.8	1	-1.9	0.7	1.1
COc1ccc(C(=O)/C=C/c2ccc(OC3CSC3)cc2)cc1OC	-0.6	-3.5	-9.2	0.947	-4.3	1.01	5.3	0.8	-2.7
O=C(NCC1CCCO1)c1ccccc1-c1nc(-c2ccc(F)cc2)no1 (stereo not drawn)	-1.0	-4.3	-6.4	1.03	4.1	1.01	-2.6	-0.7	-0.3
O=C(/C=C/c1cccc(Cl)c1)Nn1c(-c2cccs2)nc2ccccc2c1=O	-1.2	-2.1	5.6	0.956	-0.7	1.01	4.4	11.4	-3.2
COc1ccc(S(=O)(=O)N(C)C)cc1NC(=O)c1ccc(OCC(=O)N2CCOCC2)c(OC)c1	3.8	-7.6	-11.6	1.02	17.4	0.962	-1.8	1.0	-0.5
COc1cccc(-c2nc(CS(=O)(=O)CC(=O)Nc3cc(C)ccc3C)c(C)o2)c1	-0.1	-7.5	-6.8	1.04	-0.2	1	-4.5	-1.7	3.3
CC1=NC(=O)C(N=Nc2cccc(C(=O)O)c2)N1c1ccccc1 (stereo not drawn)	2.9	15.0	-1.8	0.974	42.5*	0.971	2.6	-1.1	-4.4

Reprinted from the part before: 5 compounds; new compounds follow.
SMILES	hIAP block	A3G deaminase	ATG4B inhibitor	mIAP act	A3A deaminase	hIAP activ	mIAP inh	MPTP block	beta cell repl
O=C(NCC1CCCO1)c1ccccc1-c1nc(-c2ccc(F)cc2)no1 (stereo not drawn)	-1.0	-4.3	-6.4	1.03	4.1	1.01	-2.6	-0.7	-0.3
O=C(/C=C/c1cccc(Cl)c1)Nn1c(-c2cccs2)nc2ccccc2c1=O	-1.2	-2.1	5.6	0.956	-0.7	1.01	4.4	11.4	-3.2
COc1ccc(S(=O)(=O)N(C)C)cc1NC(=O)c1ccc(OCC(=O)N2CCOCC2)c(OC)c1	3.8	-7.6	-11.6	1.02	17.4	0.962	-1.8	1.0	-0.5
COc1cccc(-c2nc(CS(=O)(=O)CC(=O)Nc3cc(C)ccc3C)c(C)o2)c1	-0.1	-7.5	-6.8	1.04	-0.2	1	-4.5	-1.7	3.3
CC1=NC(=O)C(N=Nc2cccc(C(=O)O)c2)N1c1ccccc1 (stereo not drawn)	2.9	15.0	-1.8	0.974	42.5*	0.971	2.6	-1.1	-4.4
Cc1ncsc1CCOC(=O)c1ccc(Cl)cc1	2.1	-3.0	-5.9	0.953	-1.8	0.979	4.7	-1.3	-3.6
CCNc1nc(NCC)n2c(SCC(=O)Nc3ccc(OC)c(OC)c3)nnc2n1	10.2	-8.0	7.3	0.931	4.1	0.898	6.9	-0.5	1.6
COc1ccc2c(c1OC)C(=O)N(c1ncn[nH]1)C2	39.6*	1.4	0.8	0.988	3.9	0.604	1.2	-0.1	-0.4
O=c1[nH]nc(Cc2ccc(Cl)cc2)c2ccccc12	-16.2	-3.2	-17.3	0.801	1.6	1.16	19.9	1.5	0.7
CCC1(CC)NC(=O)N(CC(=O)OC(C)C(=O)Nc2ccccc2OC)C1=O (stereo not drawn)	5.1	1.9	-7.5	0.948	2.0	0.949	5.2	-1.2	-4.0
O=C1Nc2cc3c(cc2Sc2ccccc21)OCCO3	10.6	3.6	2.0	1.07	9.7	0.894	-7.1	-1.5	2.8
NC(=O)C1CCN(C(=O)COc2ccc(S(=O)(=O)NCc3ccccc3)cc2Cl)CC1	-12.6	-2.4	-3.2	1.06	3.0	1.13	-5.8	0.5	-1.8
Cc1c(OC(=O)CNC(=O)OC(C)(C)C)ccc2c3c(c(=O)oc12)CCC3	4.4	-1.0	6.8	1.03	-0.1	0.956	-3.1	6.1	0.0
O=C(Nc1ccc(Cl)c(Cl)c1)Nn1cnnc1	10.1	-6.3	4.4	1.15	-9.5	0.899	-15.4	40.8	-0.5
Cc1ccccc1-n1c(=O)cc(NCC2CCCO2)[nH]c1=O (stereo not drawn)	-26.0	-4.5	-3.8	1.02	-1.6	1.26	-2.0	0.0	1.6
CC1CCc2c(sc(/N=C/c3ccco3)c2C(N)=O)C1 (stereo not drawn)	4.3	-1.0	-1.9	0.864	-2.2	0.957	13.6	1.2	-3.1
O=C1C(=O)N2C(=C1C(=O)N1CCCCCC1)c1ccccc1CC21CCCC1	1.6	-7.3	3.1	1.02	-1.2	0.984	-2.4	4.0	-1.4
Brc1ccc(OCCn2ccnc2)cc1	-2.5	-4.8	0.4	0.939	-7.0	1.02	6.1	2.8	-2.3
N#Cc1ncccc1CCc1cccc(Cl)c1	-1.0	-6.4	9.9	1.03	-3.8	1.01	-3.4	0.1	-0.3
Cc1[nH][nH]c(=O)c1C(c1ccc(-c2cccc(Cl)c2)o1)c1c(C)[nH][nH]c1=O	-12.1	36.3	4.0	0.9	-5.8	1.12	10.0	-0.2	-6.2

Shown as a hit in ATG4B inhibitor, among the entries above:
structure	hIAP block	A3G deaminase	ATG4B inhibitor	mIAP act	A3A deaminase	hIAP activ	mIAP inh	MPTP block
NC(=O)CSc1nc2ccc([N+](=O)[O-])cc2[nH]1	6.2	-7.4	42.3*	0.933	-0.9	0.938	6.7	1.8

The list goes on:
SMILES	hIAP block	A3G deaminase	ATG4B inhibitor	mIAP act	A3A deaminase	hIAP activ	mIAP inh	MPTP block	beta cell repl
COc1cc2c(cc1OC)C1(CCCC1)CNC2c1ccc([N+](=O)[O-])cc1 (stereo not drawn)	-15.0	-2.2	-1.9	1.11	-5.4	1.15	-10.8	0.8	-2.1
C/C=C/C=C/C(=O)Nc1cccc(C2=NOC3(C2)C[C@H](C(N)=O)N(C(=O)CC(c2ccccc2)c2ccccc2)C3)c1 (stereo partly drawn)	-8.8	-8.3	.	0.971	0.8	1.09	2.9	.	-1.9
Cc1cc(/C=C(/C#N)C(=O)Nc2ccccc2)c(C)n1-c1cccnc1	15.8	-5.4	-6.5	0.998	0.6	0.842	0.2	-1.3	-3.6
CCOc1ccc(NC(=O)c2ccccc2CO)cc1	-6.5	-0.3	-3.5	1.12	0.3	1.06	-12.0	-0.9	-1.9
CC(OC(=O)CCN1C(=O)C2CC=CCC2C1=O)C(=O)c1ccc(F)cc1 (stereo not drawn)	-0.5	-4.2	-0.9	0.976	-0.7	1	2.4	0.4	-0.9
CCOc1ccc(C(=O)NCCc2ccccc2)cc1	2.9	-4.3	10.8	0.963	-1.2	0.971	3.7	-1.3	-3.1
CCOC(=O)c1[nH]c(C)c(C(=O)OCC(=O)N(C)C2CCS(=O)(=O)C2)c1C (stereo not drawn)	-9.1	9.4	9.1	0.978	1.7	1.09	2.2	-1.6	2.4
O=C(CCS(=O)(=O)c1ccc(F)cc1)Nc1nc(-c2ccncc2)cs1	16.1	61.1*	-12.3	0.866	4.1	0.839	13.4	-1.8	-3.8
Clc1cccc(CSc2nnc(-c3ccccn3)n2Cc2ccco2)c1	-3.1	-6.1	34.1	0.879	0.2	1.03	12.1	1.1	-5.1
CC(C)CN(C(=O)Cn1c(Cl)nc2c1c(=O)n(C)c(=O)n2C)C1CCS(=O)(=O)C1 (stereo not drawn)	12.0	-10.2	-10.0	0.896	-0.8	0.88	10.4	-1.1	4.1
CCOc1ccc(NC(=O)CCCCCN2C(=O)[C@@H]3Cc4ccccc4CN3C2=O)cc1	-29.5	-3.9	-2.7	1	-3.2	1.29	-0.4	0.7	-2.0
CC(C)NC(=O)CN(CCc1ccccc1)S(C)(=O)=O	14.2	-9.0	0.7	0.983	-4.3	0.858	1.7	-0.5	-1.4
Cc1c(/C(O)=C2/C(=O)C(=O)N(CCN3CCOCC3)C2c2cccs2)cnn1-c1ccccc1 (stereo not drawn)	9.0	-5.6	-8.5	1.03	-4.4	0.91	-2.9	-0.2	0.3
COc1ccc(-c2cccc(C(=O)NCC(=O)O)c2)cc1	-5.5	-1.3	8.6	1.09	0.3	1.05	-8.7	-3.5	-5.0
O=C(c1cccc(Cl)c1)N(Cc1ccco1)C1CCS(=O)(=O)C1 (stereo not drawn)	2.6	-3.7	-10.1	0.909	-3.2	0.974	9.1	0.5	-1.5
COc1ccc(-c2cc(-c3nnc(-c4ccncc4)o3)c3ccccc3n2)cc1	5.2	-3.0	-18.9	0.883	-1.1	0.948	11.7	1.6	0.0
COc1ccc(C(C)(C)C)cc1NC(=O)c1ccc[n+]([O-])c1	2.5	-11.6	-10.6	0.913	-4.5	0.975	8.7	-1.6	-0.4
CC1CN(c2ccc([N+](=O)[O-])c(NCCOc3ccccc3)c2)CC(C)N1 (stereo not drawn)	-3.5	-3.7	-7.4	0.906	2.3	1.03	9.4	3.1	-4.8
O=C(Nc1ccc(C2=CN(Cc3ccccc3)CCC2=O)cc1)OCc1ccccc1	4.4	-2.3	-9.1	0.891	-2.3	0.956	10.9	-1.3	1.6
CCOc1ccc(NC(=O)CSc2nnnn2CC(=O)O)cc1	-16.4	-4.4	0.2	0.979	-3.2	1.16	2.1	11.1	-1.3
O=C(CCN1C(=O)/C(=C/c2ccccc2Cl)SC1=S)Nc1cccnc1	-2.2	-3.3	6.1	0.882	-0.5	1.02	11.8	3.6	-5.3
COc1ccc2ccccc2c1CN1CCN(C(=O)c2ccccc2)CC1	-19.5	-8.1	-3.3	0.994	-1.1	1.2	0.6	3.9	1.0
CCN(CC)CCCNc1oc(-c2ccccc2[N+](=O)[O-])nc1C#N	6.2	11.5	5.1	0.976	-0.4	0.938	2.4	1.0	-2.8
COc1ccc(NC(=O)NCc2ccccn2)cc1	21.6	-2.7	-6.1	0.97	-2.5	0.784	3.0	2.5	4.0
CC1(C)CC(NC(=O)COc2ccc3ccc(=O)oc3c2)CC(C)(C)N1	-7.5	-2.4	3.7	1	2.6	1.07	-0.4	-0.6	1.8
O=C(c1cccc(S(=O)(=O)Nc2ccc(F)cc2)c1)N1CCOCC1	4.8	-0.9	4.4	1.03	0.2	0.952	-3.0	0.0	0.4
